Source: PubChem (several laboratories)
PfHsp90 yeast 2: reduces growth (ATP signal) of yeast expressing P. falciparum Hsp90; S. cerevisiae expressing PfHsp90, BacTiter-Glo ATP, 48 h; yeast lacking PDR1 and PDR3 efflux regulators; hit rate 0.32% among 310,000; inhibition, % at 9.4 µM; AID 504621;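 active = every replicate shows inhibition above about 80%, whatever the replicate mean, limit read from the data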;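 also: 0% = DMSO neutral controls and 100% = 20 µM radicicol positive controls; yeast relying on Plasmodium falciparum Hsp90 in place of its own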
AddAB inh: less growth of phage-infected E. coli with AddAB; AID 435030; hit rate 0.29% among 330,000; E. coli expressing H. pylori AddAB, absorbance growth; inhibition, % at 11.9 µM; in the data active = inhibition above about 12%;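 also: 0% = vehicle wells of infected cells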
OPRM1-OPRD1 inv: mu-delta opioid heterodimer inverse agonism. cell-based MOR-DOR heterodimer luminescence. P35372+P41143. hit rate 0.21% among 340,000. inhibition, % at 9.3 µM; in the data active = inhibition above about 22%, passing the limit was not always enough;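 also: 0% = cells with DMSO and 100% = wells without cells with DMSO; values of inactives mirror those of a sister screen read the other way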
Target sequence (P35372 whole entry, looked up): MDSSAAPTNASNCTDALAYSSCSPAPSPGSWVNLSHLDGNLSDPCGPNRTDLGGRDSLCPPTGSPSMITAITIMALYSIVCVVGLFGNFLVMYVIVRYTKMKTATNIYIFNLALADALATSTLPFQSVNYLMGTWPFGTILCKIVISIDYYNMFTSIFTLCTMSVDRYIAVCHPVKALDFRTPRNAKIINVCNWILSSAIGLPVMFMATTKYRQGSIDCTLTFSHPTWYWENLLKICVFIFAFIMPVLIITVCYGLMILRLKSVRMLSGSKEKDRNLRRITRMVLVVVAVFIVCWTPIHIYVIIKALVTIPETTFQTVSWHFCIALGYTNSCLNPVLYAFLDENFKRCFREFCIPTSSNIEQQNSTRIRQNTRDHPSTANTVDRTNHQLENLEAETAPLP
Target sequence (P41143 whole entry, looked up): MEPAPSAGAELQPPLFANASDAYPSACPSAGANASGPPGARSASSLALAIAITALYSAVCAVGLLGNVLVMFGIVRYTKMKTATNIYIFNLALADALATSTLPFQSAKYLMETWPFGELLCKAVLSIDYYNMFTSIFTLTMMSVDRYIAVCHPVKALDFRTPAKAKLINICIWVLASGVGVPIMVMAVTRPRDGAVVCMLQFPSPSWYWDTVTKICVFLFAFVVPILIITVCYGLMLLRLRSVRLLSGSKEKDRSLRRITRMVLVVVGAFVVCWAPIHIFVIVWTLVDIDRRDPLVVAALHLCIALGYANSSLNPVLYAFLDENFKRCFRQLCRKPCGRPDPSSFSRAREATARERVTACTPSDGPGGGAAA
Mot1-301 SUMO: SUMOylation pathway inhibition by Mot1-301 growth rescue; S. cerevisiae Mot1-301 growth rescue, ATP luminescence, 38.5C; percent above DMSO median, 100 means doubled; growth rescue, % at 18.8 µM; hit rate 1% among 320,000;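 active = every valid replicate shows activation above 250% relative to neutral control wells; inactive = the rest, any valid replicate at or below 250%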;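 also: OY570 slx delta 5 strain wells were the positive control but not used for scaling; some compounds called inactive have numbers as strong as hits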
Tat export inh: E. coli Tat transport inhibition; inhibition, % at 10 µM; hit rate 0.036% among 340,000; E. coli MC4100 TorA-mCherry Tat export, fluorescence; AID 488895;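 active = mean replicate inhibition at least 50% and at least half of replicates individually reaching 50%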;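 also: exported cargo escapes ClpAP degradation while cytoplasmic cargo is degraded and loses fluorescence; 0% = median of neutral control wells and 100% = median of NaSCN control wells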
Pemphigus Ab inh: blocks pemphigus antibody binding to human desmoglein-3 | P32926 | DSG3-coupled beads, scFv-anti-DSG3-GFP binding, flow cytometry; stronger effect = lower value | binding (percent of control), % at 10 µM | hit rate 0.48% among 310,000 | AID 588358;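 active = binding more than 3 SD below its plate's average and above zero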; also: some compounds called inactive have numbers as strong as hits
PKA-R1A act: activators of PKA-R1A complex; hit rate 0.083% among 340,000; PKA-R1A dissociation, Cy5-IP20 fluorescence polarization; scaled: DMSO 0%, 113 µM cGMP 100%; AID 504707; P00514+P68181; activation, % at 11.4 µM;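 active = percent activation above the mean of all tested compounds plus 3 SD, cut at about 19% in these data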;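 also: higher means more PKAc released from R1A so a rise in polarization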
Ecoli viability: bacterial growth inhibition, counter-screen for AddAB inhibitors; inhibition, % at 11.9 µM; E. coli V3065 growth, OD600 absorbance, 18 h; hit rate 0.27% among 330,000;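 active = inhibition above the campaign's mean inhibition across all tested compounds plus 3 SD, cut at about 9.9% in these data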;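 also: uninfected addAB+ strain grown without phage in ampicillin broth; 0% = DMSO wells and 100% = ciprofloxacin 0.95 µg/ml wells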
OPRM1-OPRD1 ag: agonists of human mu-delta opioid receptor heterodimerization; P35372+P41143; cells, OPRM1-OPRD1 heterodimerization, luminescence; activation, % at 9.3 µM; hit rate 0.3% among 340,000; AID 504326; in the data active = activation above about 18%;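 also: 0% = vehicle-treated cells and 100% = reference agonist; values of inactives mirror those of a sister screen read the other way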
phage Ecoli inh: E. coli growth loss with phage present | AID 651602 | hit rate 0.26% among 360,000 | inhibition, % at 11.9 µM | growth absorbance; in the data active = inhibition above about 11%
Arrestin-AP2 inh: human beta-arrestin and AP2 interaction inhibition; FITC-arrestin peptide / GST-AP2 beads, flow cytometry; AP2 beta2 appendage carries R879A mutation; inhibition, % at 10 µM; hit rate 0.31% among 340,000;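 active = inhibition above a set limit, near 3 SD of compounds lacking own fluorescence, cut at about 54% in these data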;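 also: plate controls were DMSO wells for no effect and 5 µM unlabelled arrestin peptide for full effect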
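system = GST-tagged AP2 beta2-adaptin appendage (R879A) on 4 µm glutathione beads | reagent = FITC-labelled arrestin peptide probe, 50 nM final | schedule = compound with beads 12 min RT, then probe 1 h RT | signal = HyperCyt-sampled flow cytometry, FL1 channel, ex 488/em 535 nm | read-out = percent response from loss of bead-bound FITC fluorescence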
Numbers without * were called inactive; · = not tested or not shown.

SMILES | PfHsp90 yeast 2 | AddAB inh | OPRM1-OPRD1 inv | Mot1-301 SUMO | Tat export inh | Pemphigus Ab inh | PKA-R1A act | Ecoli viability | OPRM1-OPRD1 ag | phage Ecoli inh | Arrestin-AP2 inh
CCOc1ccc(N(CC(=O)Nc2nccs2)S(=O)(=O)c2c(C)noc2C)cc1 | -6 | 2.3 | -3 | 8 | 1 | 101 | -12 | -1.1 | 0.6 | 1.7 | 0
O=C(NCCCN1CCOCC1)c1cc(-c2ccc(F)cc2)no1 | 15 | -2.0 | 15 | 5 | -7 | 109 | 4 | -0.2 | -2.9 | 2.1 | -36
Nc1ccn(CC(=O)NCc2ccccc2)c(=O)n1 | 40 | 1.1 | 6 | -7 | 9 | 105 | 3 | 2.1 | -1.0 | 1.4 | -1
CCOc1cc(NC(=O)c2cccs2)c(OCC)cc1NC(=O)CCC(=O)NCC1CCCO1 (centres undefined) | 27 | 2.5 | · | 228 | 1 | 99 | · | 0.2 | · | 4.0 | -17
O=C(Nc1ccc(F)cc1F)N1CCN(c2ncccn2)CC1 | -22 | -1.7 | 1 | -8 | -8 | 105 | 2 | -2.5 | -0.2 | 5.8 | 20
Nc1ccccc1Nc1cc(-c2ccccc2)nn1-c1ccccc1 | 22 | 2.8 | -35 | 4 | 10 | 97 | -17 | 0.6 | 5.8 | 0.9 | 28
COc1ccc(/C=N/N=C2/NC(=O)C(CC(=O)O)S2)cc1OCc1ccccc1Cl (centres undefined) | -4 | 2.1 | 14 | -2 | 8 | 107 | -1 | 1.9 | -2.6 | 0.5 | 35
CN(C(=O)CSc1nnc(C2CC2)n1-c1ccccc1)C1CCS(=O)(=O)C1 (centres undefined) | 3 | 1.6 | 18 | -11 | -5 | 102 | 8 | 0.3 | -4.5 | 4.2 | 1
O=S(=O)(c1ccccc1)[C@@]1(c2ccccc2)C[C@@H]2ON=C(c3cccc(-c4ccccc4)c3)[C@@H]2C1 | -8 | 0.4 | 2 | -14 | 17 | 99 | 2 | 0.9 | -0.3 | 1.9 | 2
CCc1cc2c(SCC(=O)NCC3CCCO3)ncnc2s1 (centres undefined) | · | 2.5 | 9 | 2 | -1 | 100 | -8 | 1.9 | -2.4 | -1.1 | -3
CCC(=O)NC(=S)Nc1cccc(NC(=O)c2ccco2)c1 | -43 | 5.5 | 15 | 169 | -6 | 105 | 8 | -0.1 | -2.9 | 2.0 | -4
Cc1cc(C)c(C)c(OCCOCCN2CCN(C)CC2)c1 | -15 | 2.7 | 20 | 21 | 0 | 101 | -1 | 1.7 | -3.3 | 2.3 | 5
COc1cccc(CN2C(=O)CCC2(C)C(=O)NC2CCCCC2)c1 (centres undefined) | -15 | 1.1 | 11 | -23 | -13 | 105 | -3 | 0.0 | -1.9 | 3.0 | 4
CCn1c(=O)c2sccc2n2c(CCCC(=O)NCCc3ccc(S(N)(=O)=O)cc3)nnc12 | -9 | 4.0 | 16 | 27 | 2 | · | 6 | -0.3 | -3.2 | 1.7 | 23
O=C1c2cccc3cc([N+](=O)[O-])cc(c23)C(=O)N1/N=C/c1ccc(O)cc1O | -12 | 10 | -5 | · | -14 | 89 | -8 | 5.7 | 0.9 | 3.8 | 5
Cc1ccc(C)c(NC(=O)CS(=O)(=O)c2c[nH]c3ccccc23)c1 | · | 1.2 | -3 | -5 | -3 | 105 | -3 | 0.7 | 0.5 | 4.5 | 28
S=C(c1cn(Cc2ccc(Br)cc2)c2ccccc12)N1CCOCC1 | 5 | 2.1 | 9 | -9 | 0 | 107 | -4 | 1.5 | -1.8 | 3.1 | 14
O=C(NC1CCCCC1)N1CCc2[nH]c3ccccc3c2C1 | 32 | 3.6 | 8 | -12 | -5 | 110 | -7 | 0.8 | -1.8 | -1.3 | 2
Cc1ccccc1CNC(=O)C1CCC(=O)N(C2CC2)C1 (centres undefined) | -12 | -0.1 | 13 | -3 | 2 | · | -7 | 0.3 | -2.5 | 3.4 | -2
O=C(Oc1ccc(OC(=O)C2CCC2)cc1)C1CCC1 | 23 | -0.8 | -1 | 34 | 5 | 100 | -5 | 0.6 | 0.2 | 3.1 | 14
O=C(NC1CCCC1)C(c1ccncc1)N(C(=O)Cc1cccs1)c1cccc(F)c1 (centres undefined) | 1 | 2.7 | 0 | -5 | -8 | 99 | 5 | -1.7 | 0.0 | 0.2 | 1
N#Cc1sc(NCc2ccccc2)nc1Cl | 21 | -1.2 | 15 | 2 | 0 | 86 | 2 | 2.2 | -3.0 | 5.9 | 2
NC(=O)CN1C(=O)NC2(CCOc3ccccc32)C1=O (centres undefined) | 2 | 3.4 | -45 | -15 | -1 | 112 | 14 | 0.6 | 5.5 | 0.1 | -6
CC(C)CCNC(=O)COC(=O)/C=C/c1ccc2ccccc2n1 | -18 | 2.9 | -14 | -11 | -16 | 86 | 10 | 0.0 | 2.9 | 5.4 | 19
O=C(Nc1ccc(Br)cc1)C1CC(O)CN1C(=O)OCc1ccccc1 (centres undefined) | -58 | -0.9 | 15 | 258 | 0 | · | -2 | -2.1 | -2.3 | 4.2 | 0
COc1ccc(CNC(=S)Nc2cccc(C)c2C)cc1 | -21 | 2.9 | 6 | 8 | -10 | 106 | -12 | -1.0 | -1.5 | 0.3 | 5
COc1ccccc1CN(C)C(=O)c1ccc(S(=O)(=O)Nc2c(C)n(C)n(-c3ccccc3)c2=O)cc1 | 11 | -0.9 | 9 | 7 | -9 | 100 | 7 | 1.6 | -1.8 | 1.4 | -1
CC(=O)/C(=N\Nc1ccc(Cl)cc1Cl)Sc1nnc(-c2ccccc2)n1-c1ccccc1 | 7 | 3.1 | 7 | -10 | -3 | 104 | 2 | 1.5 | -1.1 | 4.0 | 5
O/C=c1\ccc2cccc3nc(C(F)(F)F)nc1c23 | 8 | -0.6 | -27 | 104 | -5 | 115 | 1 | 0.9 | 5.9 | 1.7 | 34
COc1ccc(CNC(=S)Nc2ccccc2F)cc1 | -25 | 0.8 | 7 | -12 | -8 | 103 | -6 | 1.4 | -1.6 | 0.3 | -12
COc1ccc(NC(=O)CN2C(=O)COc3ccc(S(=O)(=O)N4CCOCC4)cc32)cc1 | -25 | 2.6 | 19 | -8 | -3 | 99 | -2 | -2.6 | -3.6 | 1.5 | 2
COc1ccccc1C(=O)Nc1ccc(-c2nnn(CC(=O)NCc3ccco3)n2)cc1 | -14 | -1.6 | -28 | 7 | 4 | 76 | 6 | -2.5 | 5.3 | 1.7 | 7
CCOC(=O)C1CCCN(C(=O)c2ccc3ncsc3c2)C1 (centres undefined) | · | 0.2 | 11 | 7 | -1 | 96 | 0 | 0.4 | -2.0 | -0.9 | 12
Cc1cc(C)c(C(=O)CN2C(=O)C(=O)N(C3CCCC3)C2=O)cc1C | -15 | -1.1 | 5 | -4 | -1 | 85 | -7 | -1.7 | -1.3 | 1.7 | 3
COc1ccc(NC(=O)c2ccc(CN3CCc4ccccc4C3)cc2)cc1OC | 13 | 2.2 | 3 | -3 | 2 | 89 | -5 | 0.0 | -0.6 | 3.0 | 5
O=C(CSc1ccc(-c2ccc(-n3cccn3)cc2)nn1)Nc1ccccc1F | · | 1.7 | -4 | 3 | -5 | 100 | -12 | 2.6 | 0.6 | 2.1 | 17
Cc1cc(C2C(C#N)=C(N)OC3=C2C(=O)CC(C)(C)C3)c(C)s1 (centres undefined) | -2 | 2.8 | 8 | 266 | -7 | 108 | -11 | -0.8 | -1.4 | 1.4 | -2
Nc1nonc1-n1nnc(C(=O)N/N=C/c2cccc(F)c2)c1-c1ccc2c(c1)OCO2 | -17 | 1.5 | 25 | -1 | -3 | 104 | -9 | -2.1 | -5.0 | 0.5 | -6
O=C(N/N=C/c1ccc(O)cc1O)c1ccc(NC(=O)C2CCCCC2)cc1 | 21 | 24* | 4 | 1 | -15 | 113 | 0 | 29* | -0.7 | 23* | -1
O=C(COC(=O)c1cccc(S(=O)(=O)N2CCN(c3ccc(F)cc3)CC2)c1)NCC1CCCO1 (centres undefined) | 7 | 4.5 | 13 | -5 | 3 | 76 | 4 | -0.4 | -2.9 | 0.8 | -20
Cc1cc(C)cc(NC(=O)CCNS(=O)(=O)c2ccc3c(c2)oc(=O)n3C)c1 | -18 | 1.5 | 6 | -7 | -3 | · | 0 | -0.2 | -1.2 | 1.5 | 47
COC(=O)c1ccc(NS(=O)(=O)c2ccc3c(c2)oc(=O)n3C)cc1 | · | 1.6 | 14 | -6 | 1 | 92* | -2 | 2.6 | -2.6 | 3.0 | 32
C1CNCCOCCNCCN1 | -2 | 1.6 | 6 | 6 | 15 | 93 | 3 | 0.1 | -1.1 | 2.8 | 5
COc1ccc(CNC(=O)C(C#N)c2nc3ccccc3nc2N2CCCC2)cc1 (centres undefined) | 3 | 1.6 | 9 | 174 | 0 | 100 | -5 | -0.7 | -1.6 | 0.3 | -15
CCC1CCCCN1C(=O)CSc1nc2c(cnn2-c2ccc(C)cc2)c(=O)[nH]1 (centres undefined) | -30 | -1.6 | 0 | 5 | -4 | 95 | -1 | 0.7 | 0.1 | 1.9 | 17
O=C(COC(=O)c1cc(-c2cccs2)nn1-c1ccccc1)Nc1ccc(F)c([N+](=O)[O-])c1 | -1 | 1.9 | 13 | 5 | 2 | 86 | -9 | 1.0 | -2.0 | 1.7 | 1
COc1ccc(-n2nc(C(=O)NCC(=O)NCC3CCCO3)c3ccccc3c2=O)cc1 (centres undefined) | 1 | -0.3 | 18 | -5 | -9 | 102 | 8 | 1.3 | -3.6 | 2.2 | 5
COc1ccc(-c2nc(CSCC(=O)NCc3ccc4c(c3)OCO4)c(C)o2)cc1OC | 10 | -0.5 | 7 | 6 | 10 | 101 | -4 | 0.6 | -1.2 | 1.9 | 14
O=C(CN1C(=O)NC2(CCCc3ccccc32)C1=O)Nc1cc(F)ccc1F (centres undefined) | · | 0.0 | 2 | 5 | 9 | 93 | -3 | 0.2 | -0.3 | 1.1 | 34
O=C(Cc1ccccc1)N/N=C/C=C/c1cccc([N+](=O)[O-])c1 | 0 | 0.6 | 4 | -6 | 2 | 72 | 1 | -2.6 | -0.8 | 0.6 | 9

One compound at a time, from the list above. Order of values: PfHsp90 yeast 2	AddAB inh	OPRM1-OPRD1 inv	Mot1-301 SUMO	Tat export inh	Pemphigus Ab inh	PKA-R1A act	Ecoli viability	OPRM1-OPRD1 ag	phage Ecoli inh	Arrestin-AP2 inh
O=C(Cc1ccccc1)N/N=C/C=C/c1cccc([N+](=O)[O-])c1 in the list: 0	0.6	4	-6	2	72	1	-2.6	-0.8	0.6	9
O=C(CN1C(=O)NC2(CCCc3ccccc32)C1=O)Nc1cc(F)ccc1F (centres undefined) in the list: ·	0.0	2	5	9	93	-3	0.2	-0.3	1.1	34
